High-throughput results as filed in PubChem BioAssay.
IL1B secr inh: inflammasome signaling inhibition, IL-1 beta readout. THP-1 LPS/ATP IL-1B secretion, AlphaLISA, 16 h; active compounds read low. activity change, % at 57.5 µM. 360,000 compounds, 4.7% hits; in the data active means activity change below about -50%; inconclusive means mostly about -30% to -49%; further: on the % scale 0 is the no-effect control and ±100 the full control effect
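Secreted IL-1B measured by AlphaLISA bead assay after 16 h compound exposure of THP-1 cells; compounds (final up to 57.5 uM) added 1 h before LPS (250 ng/mL) and ATP (1.25 mM) stimulation; lower signal means less secretion.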
HT1080 IDH1KD tx: HT-1080 IDH1 knockdown cell toxicity (counter line); HT-1080 IDH1 knockdown viability, ATP luminescence, 48 h; Potency, µM (series often up to 46.1 µM), without a hit: top-dose activity, negative = toxicity, usual class: cytotoxic; 360,000 compounds, 2% hits; AID 686971;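 further: potency means the concentration at half of the fitted maximal effect; 0% = DMSO wells and -100% = cell-free medium wells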
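In this qHTS, HT-1080 cells depleted of IDH1 are exposed for 48 h at 37 °C to compound titrations. Toxicity is scored from CellTiter-Glo luminescence, with DMSO as full viability and medium alone as none.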
DRD3 agonist: D3 dopamine receptor (human) agonism | P35462 | D3R DiscoveRx beta-arrestin cells, luminescence, 90 min | max activation, % | 410,000 compounds, 0.58% hits | AID 652048; in the data active means max activation above about 30%; further: 0% is about no effect; mostly tested at two doses, the higher about 12 µM
Target sequence (P35462 whole entry, looked up): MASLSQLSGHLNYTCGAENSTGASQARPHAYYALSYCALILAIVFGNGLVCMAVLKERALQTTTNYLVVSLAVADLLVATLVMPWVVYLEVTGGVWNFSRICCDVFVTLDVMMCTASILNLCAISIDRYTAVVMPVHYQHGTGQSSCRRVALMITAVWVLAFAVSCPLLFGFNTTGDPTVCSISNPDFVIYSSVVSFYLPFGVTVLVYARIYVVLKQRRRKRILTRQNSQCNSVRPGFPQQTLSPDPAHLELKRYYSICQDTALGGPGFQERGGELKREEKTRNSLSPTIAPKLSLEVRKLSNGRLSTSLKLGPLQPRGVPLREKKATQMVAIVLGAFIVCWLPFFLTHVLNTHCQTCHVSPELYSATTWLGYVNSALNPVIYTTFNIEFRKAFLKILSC
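Agonist-mode cell screen: cells plated at 1500/well and incubated overnight at 37 °C, then exposed to library compounds for 90 min at 37 °C. Detection reagent was added for 30–60 min at room temperature, and luminescence was read.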
HT1080NT lethal: kills 2HG-producing HT-1080-NT fibrosarcoma cells; HT-1080-NT fibrosarcoma viability, CellTiter-Glo ATP luminescence, 48 h; 360,000 compounds, 1.6% hits; Potency, µM (doses to about 46.1 µM), for inactives: at the highest dose activity, negative = less viability, actives largely listed as cytotoxic;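 further: NT is the 2HG producing partner of a matched IDH1 knockdown line; potency means the concentration at half of the fitted maximal effect; 0% = DMSO-treated cells and -100% = media-only wells without cells; nearly all actives have a fitted effect of over 55% in size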
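A 48-hour cytotoxicity screen used HT-1080-NT cells plated 2 hours before compound delivery. ATP-based CellTiter-Glo luminescence measured viability, normalized to DMSO and no-cell controls.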
SW480 rerep: inducers of DNA re-replication in SW480 colon cancer cells; SW480 DNA re-replication, Hoechst DNA content imaging, 48 h; Potency, µM (top dose mostly 46.1 µM), without a hit: at the top dose re-replication activation, most hits filed as activators; 340,000 compounds, 1.8% hits; further: potency means the concentration at half of the fitted maximal effect; % of control where 0% means no effect; nearly all actives have a fitted effect of over 55% in size
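Compounds, transferred as 23 nL by pin tool, were incubated with cells for 48 hr; DNA content per nucleus was then quantified by Hoechst staining and fluorescence plate imaging.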
MCF10A rereplic: DNA re-replication induction in MCF 10a cells. 350,000 compounds, 2.9% hits. MCF 10A DNA re-replication, Hoechst nuclear intensity, 48 h. Potency, µM (titrated, usually from 46.1 µM), for the others: at the highest dose activity, positive = re-replication, most hits filed as activators; further: potency means the concentration at half of the fitted maximal effect; % of control where 0% means no effect; nearly all actives have a fitted effect of over 50% in size
KB-V1 MDR tox: kills drug-selected multidrug resistant KB-V1 cells | KB-V1 MDR cells viability, CellTiter-Glo, 72 h | Potency, µM (doses to about 46.1 µM), for the others: top-dose activity change, negative = cytotoxicity, usual class: cytotoxic | 400,000 compounds, 3.4% hits; further: potency means the concentration at half of the fitted maximal effect; on the % scale 0 is the no-effect control and ±100 the full control effect; nearly all actives have a fitted effect of over 60% in size
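Cytotoxicity via CellTiter-Glo luminescence after 72 h compound exposure at 37 degrees C. Cells: drug-selected KB-V1 line, DMEM phenol-red free plus 10% FBS. Compounds tested at multiple concentrations; normalized data fitted to concentration-effect curves.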
GLP1R cytotox: cytotoxicity in counter-screen for GLP-1R inverse agonists; HEK293 cAMP-luciferase reporter cells, luminescence, 24 h; Potency, µM (series often up to 38.3 µM), for inactives: at the top dose activity change, negative = inhibition, hits mostly inhibitors; 410,000 compounds, 0.13% hits; AID 624418;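 further: loss of luciferase light is scored as toxicity; potency means the concentration at half of the fitted maximal effect; on the % scale 0 is the no-effect control and ±100 the full control effect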
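A 23 nL compound transfer followed 12 hours of cell culture at 37 deg C; exposure then lasted 24 hr. Luciferase assay detection reagent was dispensed and plates read for luminescence after a 12 min room-temperature wait.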
KB-3-1 cytotox: KB-3-1 parental cell cytotoxicity; KB-3-1 viability, CellTiter-Glo ATP luminescence, 72 h; Potency, µM (top dose mostly 46.1 µM), for inactives: top-dose activity change, negative = cytotoxic, most hits filed as cytotoxic; 400,000 compounds, 1.4% hits; AID 1347075; further: potency means the concentration at half of the fitted maximal effect; on the % scale 0 is the no-effect control and ±100 the full control effect; nearly all actives have a fitted effect of over 60% in size
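72 h, 37 °C compound treatment of KB-3-1 parental cells; CellTiter-Glo added, 10 min, luminescence read. Data corrected against DMSO-only plates and normalized before curve fitting.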
Starred values were filed as active, the others as inactive; ? = inconclusive; · = not tested or not shown; [ ] = dose if it differs, or a comment. Unless noted, the call rests on the fitted dose curve; in most records, active means well fitted curve in the direction sought with a large enough effect; inconclusive means small, poorly fitted or top-dose-only effect, or another doubt; inactive means no such curve, though single readings can be large; an effect the other way counts as inactive or inconclusive. Hits appear at their usual frequency. About 11% of those tested had a hit in this group.

SMILES	IL1B secr inh	HT1080 IDH1KD tx	DRD3 agonist	HT1080NT lethal	SW480 rerep	MCF10A rereplic	KB-V1 MDR tox	GLP1R cytotox	KB-3-1 cytotox
O=C(Oc1ccc(-c2ccccc2)cc1)N1CCCCC1	-26	21%	-9	0%	1%	14%	0%	9%	0%
CC(C)C[C@H]1CN=C(N(C)C)N1CC1CCCC1	-14	-5%	8	-7%	?	?	-2%	-10%	?
C#CCNC(=O)C1=C[C@H](c2ccc(C(F)(F)F)cc2)C[C@H](OCc2ccc(CO)cc2)O1	-10	5%	5	1%	?	4.1µM*	-5%	-3%	6%
C[C@H]1CN([C@@H](C)CO)C(=O)CCCn2nncc2CO[C@@H]1CN(C)S(=O)(=O)c1ccc(Oc2ccccc2)nc1	-3	4%	-6	4%	·	·	5%	3%	-6%
COc1ccccc1-n1c(-c2ccccc2)n[nH]c1=S	21	2.6µM*	-2	?	-6%	?	-2%	17%	?
O=C(Cc1ccc(Cl)cc1)Nc1ccccn1	-2	13%	4	16%	?	-1%	12%	8%	-1%
CCOC(=O)C1=C(C(C)=O)C(c2cccnc2)C(C#N)=C(N)O1 (stereo unspecified)	-5	11%	3	19%	1%[9.22 µM]	0%	-2%	4%	11%
CCc1nc2ccc(C(=O)Nc3ccc(OC)c(OC)c3)cn2c1N(CCC(C)C)CCN(C)C	-23	?	-4	?	·	·	3%	-12%	0%
CSc1ccccc1OC1CCN(Cc2ccccc2)CC1	-82*	?	-33	?	1%	0%	-2%	?	-3%
CCc1ccc(N2C=C(C(=O)OC)C(c3ccccc3F)C(C#N)=C2N)cc1 (stereo unspecified)	-21	?	-1	?	·	·	?	2%	-17%
CCCCOc1ccc(S(=O)(=O)NC(=O)C2(C)CCN2C(=O)CCc2ccccc2)cc1 (stereo unspecified)	15	2%	-3	?	·	·	0%	-4%	-5%
Cc1cccc(-n2ncc(C(=O)N3CCN(C4CCCCC4)CC3)c2C2CCN(C(=O)OC(C)(C)C)CC2)c1	·	·	-18	·	·	·	0%	-6%	0%
COc1cc(OC)c(NC(=O)CC2SC(N)=NC2=O)cc1Cl (stereo unspecified)	-3	1%	-9	-1%	·	·	25%	-6%	-6%
CC(=O)NC(Cc1c[nH]c2ccccc12)C(=O)OCC(=O)N1CCCCCC1 (stereo unspecified)	-5	9%	17	8%	-2%	0%	-5%	-10%	22%
CCC(C(=O)NC1CCCCCC1)c1ccccc1 (stereo unspecified)	15	-2%	1	-29%	-11%	1%	-18%	0%	2%
Cc1ccc(C(=O)CNc2cccc(Cl)c2)cc1	-6	-8%	1	-3%	-6%	?	0%	-11%	0%
COc1ccc(C(c2nnnn2Cc2cccs2)N2CCN(c3ccccc3)CC2)cc1OC (stereo unspecified)	-23	-1%	-1	-1%	0%	-4%	-5%	-14%	8%
COc1cccc2c1Oc1ncccc1N(C(=O)CCC(=O)NCc1ccc(OC(C)C)cc1)C2	·	·	7	·	·	·	-16%	5%	-1%
CCOC(=O)C1=C2N(C)c3ccccc3N2CCC1=O	0	10%	0	10%	-8%	-1%	?	-2%	15%
CCOC(=O)C1=c2s/c(=C\c3cccnc3)c(=O)n2C(N)=C(C(=O)OC)C1c1cccnc1 (stereo unspecified)	11	9%	0	1%	-6%	-2%	2%	-10%	-6%
Cc1cc(N2CCN(c3ccccc3Cl)CC2)n2cc(-c3ccccc3)nc2n1	-60*	?	2	-28%	-1%	?	16µM*	-37%	?
CC(NC(=O)Cn1cnc2c1c(=O)n(C)c(=O)n2C)c1ccccc1 (stereo unspecified)	14	-18%	0	0%	-69%[inhibitor]	0%	?	-2%	-2%
COc1ccc(N2C(=O)CCC(C(=O)O)C2c2ccc(OC)c(OC)c2)cc1 (stereo unspecified)	-16	2%	-3	4%	-4%	-1%	?	4%	1%
CCOc1cc(C#N)c(NC(=O)c2ccnn2C)cc1OCC	-16	-9%	-9	-8%	8%	17%	0%	0%	-16%
O=C(CN1CCOCC1)N/N=C/c1cccc2ccccc12	7	15%	-16	2%	-4%	5%	28%	5%	4%

Limited to DRD3 agonist, HT1080NT lethal and MCF10A rereplic, for three of the compounds above:
SMILES	DRD3 agonist	HT1080NT lethal	MCF10A rereplic
COc1ccccc1-n1c(-c2ccccc2)n[nH]c1=S	-2	?	?
Cc1ccc(C(=O)CNc2cccc(Cl)c2)cc1	1	-3%	?
O=C(CN1CCOCC1)N/N=C/c1cccc2ccccc12	-16	2%	5%

Other results follow.
SMILES	IL1B secr inh	HT1080 IDH1KD tx	DRD3 agonist	HT1080NT lethal	SW480 rerep	MCF10A rereplic	KB-V1 MDR tox	GLP1R cytotox	KB-3-1 cytotox
O=C(CCC1CCCC1)NNC(=O)c1cc2ccccc2cc1O	38	-13%	19	1%	7%	0%	-6%	23%	7%
CCOC(=O)C1CCN(Cc2cn(C)nc2-c2ccc(Oc3ccccc3)cc2)CC1	32	0%	-5	-7%	6%	25%	-13%	-14%	7%
O=C(CSc1nnc(NC(=O)c2cccc(F)c2)s1)NC1CC1	-1	15%	-2	-13%	4%	0%	11%	-7%	3%
O=C(NC1CC(=O)N(c2cccc(F)c2)C1)C(=O)c1c[nH]c2ccccc12 (stereo unspecified)	1	10%	-10	0%	2%	21%	2%	-4%	-5%
COc1ccccc1CNC(=O)c1ccc(OC(C)C)cc1	-7	19%	-3	8%	2%	7%	3%	-8%	18%
Cc1ccc(S(=O)(=O)N2C[C@H]3[C@H]4C(=O)N(c5ccccc5)C(=O)[C@H]4C[C@H](OC(=O)NCc4ccco4)[C@@]3(O)C2)cc1	6	-2%	-3	-3%	·	·	-25%	3%	-4%
CCn1c(SCc2nc(-c3ccccc3)no2)nnc1-c1ccco1	-3	-2%	4	4%	-13%	13%	?	-14%	-21%
CC1(C)CN(Cc2ccccc2)C(=O)[C@H]1CC(=O)Nc1ccccc1	0	4%	6	11%	·	·	-25%	1%	-2%
O=C(O)c1ccc(N2C(=O)Nc3ccccc3N2O)cc1	39	6%	-3	16%	-5%	-3%	18%	-13%	4%
Cc1cc2n(n1)C(c1ccccc1Cl)Nc1ccccc1-2 (stereo unspecified)	-1	-9%	-5	-6%	3%	-4%	-20%	-1%	7%
CC(C)Cn1c(SCc2nnc(-c3cccs3)o2)nc(O)cc1=O	11	-30%	2	-1%	-1%	-8%	15%	-13%	-1%
CC(C)CC(=O)Nc1ccnn1C1CCN(C(=O)c2ccc(Cl)cc2F)CC1	24	7%	-19	0%	8%	6%	10%	6%	-17%
CN1CCN(c2cc3c(c4c2[nH]c2ccccc24)C(=O)CC(C)(C)C3)CC1	-65*	-26%	0	-9%	?	21µM*	-28%	?	?
O=C(Nc1nc2ccc(Cl)cc2s1)[C@@H]1CCCN1C(=O)c1cccs1	-7	0%	-3	-11%	6%	?	-1%	-7%	1%
CCCN1CNC(=S)N(c2cc(C)ccc2C)C1	-16	-13%	-22	-5%	2%	?	0%	-2%	-11%
O=C(CCC1CCCN(C(=O)c2ccc3c(c2)OCCO3)C1)NCc1ccccc1F (stereo unspecified)	40	1%	5	6%	-1%	1%	-13%	-5%	-1%
Nc1ccc(CN2CCCCCC2)cc1	5	0%	1	-6%	27%	?	6%	-3%	25%
COc1ccccc1NC(CC(=O)c1ccccc1)C(=O)OCC(=O)c1ccc(C)c(C)c1 (stereo unspecified)	5	3%	-13	1%	3%	11%	-12%	8%	3%
Cc1ccc(N2CCN(Cc3ccccc3)CC2=O)c(C)c1	49	8%	1	2%	-6%	2%	-14%	14%	-9%
Nc1nc(SCc2ccc(F)cc2)ns1	2	-20%	5	-20%	-1%	3%	-12%	3%	-2%
COc1ccc(-c2nc3c(c4nnc(SC(C)C(=O)Nc5ccc(C)cc5)n24)COC(C)(C)C3)cc1 (stereo unspecified)	26	5%	12	12%	0%	-5%	8%	-2%	5%
CC(=O)Nc1cc(-n2cnnn2)ccc1C	-17	4%	9	20%	1%	-7%	16%	18%	-20%
O=C(CSc1nccn1Cc1ccco1)Nc1ccccc1C(F)(F)F	-4	7%	1	2%	-6%	2%	-12%	1%	0%
CCS(=O)(=O)c1ncc(Cl)c(C(=O)Nc2ccc(S(=O)(=O)N3CCC(C)CC3)cc2)n1	-104*	3.7µM*	-36	2.9µM*	?	1.8µM*	10µM*	6%	?
CC1CCCCN1CCCNC(=O)Cn1ncc2c3ccccc3n(C)c2c1=O (stereo unspecified)	·	·	3	·	·	·	1%	-16%	1%
SMILES	IL1B secr inh	HT1080 IDH1KD tx	DRD3 agonist	HT1080NT lethal	SW480 rerep	MCF10A rereplic	KB-V1 MDR tox	GLP1R cytotox	KB-3-1 cytotox
CCC1SC(=Nc2cccc(C)c2)NC1=O (stereo unspecified)	0	8%	7	9%	-7%	-5%	1%	-4%	?
CC(=O)Nc1ccc(SC[C@H](Cc2ccccc2)N2CCN(CC(C)C)CCC2=O)cc1	-27	0%	-11	2%	-14%	7%	16%	5%	-19%
CCN(CC)c1nc(N)c(C#N)c(CC#N)c1C#N	48	2%	-23	-4%	-26%	?	?	2%	-11%
O=C(NCc1ccco1)C1CCN(C(=O)c2ccc([N+](=O)[O-])cc2)CC1	-3	-2%	-5	-1%	-3%	0%	-5%	-8%	1%
CCn1c(CSCc2ccccc2)n[nH]c1=S	24	19%	-1	4%	11%	0%	-3%	-5%	0%
O=C(O)c1cc(C(=O)C2CCCCC2)c[nH]1	0	10%	-6	1%	-2%	-9%	2%	-15%	2%
COCC(=O)NC(C)c1nc2ccccc2[nH]1 (stereo unspecified)	33	4%	2	5%	-6%	2%	6%	-4%	7%
Cc1ccc(NC(=O)COC(=O)C2CC(=O)N(Cc3ccccc3)C2)cc1S(=O)(=O)N(C)C (stereo unspecified)	13	16%	-17	21%	0%	0%	-2%	1%	15%
